# 12-hLO inh: inhibitors of human 12-lipoxygenase (ALOX12); P18054; purified 12-hLO, xylenol orange hydroperoxide absorbance; Potency, µM (highest dose often 57.1 µM), without a hit: top-dose activity change, negative = inhibition, hits mostly inhibitors; 150,000 compounds, 0.12% hits; AID 1452; note: potency is the fitted concentration of half-maximal effect; nearly all actives have a fitted effect of over 55% in size; many of its hits are not listed in these tables
# Target sequence (P18054 whole entry, looked up): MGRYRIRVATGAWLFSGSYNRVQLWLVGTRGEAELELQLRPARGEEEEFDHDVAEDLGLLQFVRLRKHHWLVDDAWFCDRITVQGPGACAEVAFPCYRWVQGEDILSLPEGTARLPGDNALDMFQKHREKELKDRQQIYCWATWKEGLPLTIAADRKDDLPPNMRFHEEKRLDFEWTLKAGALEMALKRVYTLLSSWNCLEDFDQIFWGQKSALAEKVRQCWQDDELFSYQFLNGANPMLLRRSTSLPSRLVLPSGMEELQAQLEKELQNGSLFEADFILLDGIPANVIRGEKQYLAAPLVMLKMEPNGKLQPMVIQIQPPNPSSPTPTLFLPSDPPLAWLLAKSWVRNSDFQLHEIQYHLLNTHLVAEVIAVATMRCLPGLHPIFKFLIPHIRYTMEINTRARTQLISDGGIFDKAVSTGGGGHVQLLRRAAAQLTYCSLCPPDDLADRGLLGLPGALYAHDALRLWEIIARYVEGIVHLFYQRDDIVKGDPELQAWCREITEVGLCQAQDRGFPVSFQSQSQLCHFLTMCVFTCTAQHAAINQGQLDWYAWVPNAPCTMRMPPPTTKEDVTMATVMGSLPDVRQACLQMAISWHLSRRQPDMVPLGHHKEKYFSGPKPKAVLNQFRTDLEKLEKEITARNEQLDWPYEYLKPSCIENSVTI
#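 150 nM 12hLO, 25 mM Hepes pH 7.0 + 0.01% Triton X-100; cpd preinc 15 min RT; 40 uM arachidonic acid, 30 min RT; Fe-XO 30 min; A573/A405 ratio as read-out.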
# PNC assembly inh: inhibitors of perinucleolar compartment assembly; PC3M PTB-GFP, PNC prevalence imaging, 16 h; active compounds read low; activity change (PNC), negative = inhibition, % at 10 µM; 140,000 compounds, 3.1% hits; AID 2417;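 active = readout at or below -70, meaning at least 70% loss of cells showing the perinucleolar compartment, a nuclear body marking cancer cells; inconclusive = readout between -30 and a set limit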;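 note: plate controls were DMSO wells for no effect and camptothecin positive control wells for full effect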
#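 Compounds are pinned in duplicate onto adhered PC3M cells stably expressing GFP-tagged PTB and incubated 16 h at 37 C. Cells are then fixed, nuclei stained with Hoechst, and PNC-positive cells counted.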
# ALOX15B inhib: 15-hLO-2 (ALOX15B) enzyme inhibition | O15296 | purified 15hLO-2, xylenol orange hydroperoxide absorbance | Potency, µM (series often up to 57.1 µM), for inactives: top-dose activity change, negative = inhibition, most hits filed as inhibitors | 110,000 compounds, 0.56% hits | AID 881; note: potency is the fitted concentration of half-maximal effect; nearly all actives have a fitted effect of over 60% in size; many of its hits are not listed in these tables
#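 Enzyme 50 nM, AA 45 uM, 25 mM Hepes pH 7.5 + 0.01% Triton X-100; cpd preinc 15 min RT, rxn 90 min RT; stop/detect with 200 uM XO + 300 uM Fe(II) in 50 mM H2SO4, 30 min; A573/A405.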
# IMPase inh: IMPase inhibition in cells; P97697; CHO-M1 cells, IP1 accumulation, HTRF TR-FRET ratio; inhibition (IP1 accumulation), % at 46.1 µM; 120,000 tested, under 10 active; AID 901; active = well fitted curve in the direction sought with a large enough effect in the signal ratio, not every such curve was filed as active; inconclusive = small, poorly fitted or top-dose-only effect, or a change in a side signal; inactive = no such curve, though single readings can be large or run the other way; the % refers to the signal ratio;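 note: cells stimulated with carbachol in lithium chloride buffer; plate controls were DMSO basal wells for no effect and reference inhibitor wells for full effect; higher means more IMPase inhibition seen as more IP1 and lower FRET ratio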
# Target sequence (P97697 whole entry, looked up): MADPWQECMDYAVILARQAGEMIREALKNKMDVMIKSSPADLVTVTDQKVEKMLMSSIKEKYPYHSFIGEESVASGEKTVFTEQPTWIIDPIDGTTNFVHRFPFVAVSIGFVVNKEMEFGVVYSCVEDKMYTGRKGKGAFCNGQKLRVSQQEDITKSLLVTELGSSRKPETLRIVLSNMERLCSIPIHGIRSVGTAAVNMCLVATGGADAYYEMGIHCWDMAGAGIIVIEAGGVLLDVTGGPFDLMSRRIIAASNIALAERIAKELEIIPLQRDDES
#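 In this qHTS, compounds (final up to 46 uM) act on CHO-M1 cells that are then activated through the M1 receptor with carbachol, in pH 7.4 buffer containing 50 mM LiCl, for 30 min. IP1 accumulation is quantified by the IP-One immunoassay.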
# * marks the source's active call; other numbers are inactive results; u = inconclusive; x = not tested or not shown; [ ] = dose if it differs, or a comment. Unless noted, calls come from the whole dose curve; as a rule, active = well fitted curve in the direction sought with a large enough effect; inconclusive = small, poorly fitted or top-dose-only effect, or another doubt; inactive = no such curve, though single readings can be large; an effect the other way counts as inactive or inconclusive. Unless noted, % is set by controls: 0 for no effect and ±100 for the full control effect. The list is partial. The share of hits here may be higher or lower than overall.
12-hLO inh	PNC assembly inh	ALOX15B inhib	molecule	IMPase inh
-9%	u	x	COc1ccc(NS(=O)(=O)c2ccc(C)c(NC(=O)NC3CCCCC3)c2)cc1	-1
-8%	-103*	x	Cc1[nH]c2ccccc2c1C1C(c2ccccc2)=NN=C(C(C)C)N1O (stereo not given)	15
-7%	-11	-8%	CC1(C)Cc2c(C#N)c(SCc3ccccc3)nc(N3CCOCC3)c2CO1	8
-3%	u	x	COc1ccc2c(CCNC(=O)CN3C(=O)c4ccccc4C3=O)c[nH]c2c1	x
-4%	-25	4%	CC(=O)c1cccc(NC(=O)N2C3CCC2CC(O)(c2cccnc2)C3)c1 (stereo not given)	6
-2%	u	x	COc1cc(NC(=O)Cn2nc(C(F)(F)F)c(Br)c2C)cc([N+](=O)[O-])c1	x
-5%	-4	31%[activator]	CCOC(=O)c1cnc2c(OC)cccc2c1N1CCN(c2ccccc2OC)CC1	3
-1%	-21	x	CCOC(=O)N1CCC(NC(=O)c2cc(S(=O)(=O)NCCc3ccccc3)ccc2F)CC1	x
-3%	3	x	Cc1cc(Cl)c(S(=O)(=O)Nc2cccc(O)c2)cc1OCC(N)=O	x
-18%	8	10%	CCn1c(=O)c(C(=O)NCCCO)c(O)c2ccccc21	-1
-8%	u	-12%	O=C(CSc1nc2ccccc2c(=O)n1Cc1ccco1)N1CCN(c2ccccc2)CC1	8
-9%	8	-11%	O=C(Cc1ccccc1)Nc1nnc(-c2ccco2)s1	-13
-4%	-4	x	COc1ccc(S(=O)(=O)N2CCOCC2)cc1NC(=O)c1ccccc1-c1ccc(C(F)(F)F)cc1	x
u	-116*	x	COc1ccc(NC(=S)NCC2CCN(c3ccc(OC)cc3)C2)cc1 (stereo not given)	x
-14%	-1	9%	COc1ccc(OC)c(C(=O)CN2CCN(S(=O)(=O)c3ccc(Br)cc3)CC2)c1	0
-2%	72	x	Cc1noc(C)c1C(=O)OCC(=O)Nc1cccc(S(=O)(=O)N(C)C)c1	x
-4%	60	-3%	Cn1c2ccc(F)cc2c2ncn(CCN3CCOCC3)c(=O)c21	-2
2%	9	22%	Cc1cc(C)nc(-n2nc(C)cc2NC(=O)CNC(C)c2ccccc2)n1 (stereo not given)	-4
5%	20	-16%	CC(C)Cn1[nH]c2c3c(ccc2c1=O)C(=O)c1ccccc1C3=O	u
-4%	21	-2%	O=C(CC1SC(=O)N(Cc2cccc3ccccc23)C1=O)Nc1nccs1 (stereo not given)	2

# Single records, as listed above. Values in the order: 12-hLO inh	PNC assembly inh	ALOX15B inhib	IMPase inh
# Record of `COc1ccc(OC)c(C(=O)CN2CCN(S(=O)(=O)c3ccc(Br)cc3)CC2)c1` → -14%	-1	9%	0
# Record of `COc1ccc(NC(=S)NCC2CCN(c3ccc(OC)cc3)C2)cc1` (stereo not given) → u	-116*	x	x
# Record of `COc1ccc(S(=O)(=O)N2CCOCC2)cc1NC(=O)c1ccccc1-c1ccc(C(F)(F)F)cc1` → -4%	-4	x	x
# Record of `Cn1c2ccc(F)cc2c2ncn(CCN3CCOCC3)c(=O)c21` → -4%	60	-3%	-2

# (cont.)
12-hLO inh	PNC assembly inh	ALOX15B inhib	molecule	IMPase inh
-4%	-19	-11%	O=C(Nc1ccccc1)C1C2CCC3C(CCC21)C3(Cl)Cl (stereo not given)	14
-18%	-27	x	Cc1ccc(S(=O)(=O)Nc2ccc(Br)cc2C(NCC(=O)O)c2ccccc2)cc1 (stereo not given)	7
2%	u	1%	Cc1c(C(=O)NCc2ccccn2)oc2ccc(S(=O)(=O)N3CCOCC3)cc12	5
-3%	-8	x	CN(c1ccc(C(=O)NCCSCc2ccc(Cl)cc2)cc1)S(=O)(=O)c1ccccc1	x
-12%	u	38%[activator]	Fc1ccc(C(CCCn2nnc(-c3cccnc3)n2)c2ccc(F)cc2)cc1	21
-29%	-114*	-17%	O=[N+]([O-])c1cc(S(=O)(=O)Nc2ccccc2)ccc1-n1nnc2ccccc21	-1
-10%	-25	-3%	COc1ccc(CNC(=O)C(C)N(Cc2ccco2)C(=O)c2snc(C(N)=O)c2N)cc1 (stereo not given)	-13
4%	221	x	c1ccc(-c2nnc3sc(Cc4cccs4)nn23)cc1	0
-3%	52	1%	CC(CCc1ccccc1)NC(=O)/C=C/c1ccccc1 (stereo not given)	7
-2%	-22	8%	CCCn1c(C2CC(=O)N(c3ccc(C)cc3)C2)nc2ccccc21 (stereo not given)	-23
-2%	-9	9%	CCCC(C)C(=O)Nc1ccccc1C(=O)OCC (stereo not given)	9
0%	u	-7%	O=C(CSc1nnc(CNC(=O)c2c(F)cccc2Cl)o1)Nc1ccc2c(c1)OCCO2	2
2%	4	x	CCOC(=O)c1cc2c(nc1N)CC(C)(C)OC2	-9
0%	u	x	COc1ccc(S(=O)(=O)NC(C)C)cc1C(=O)NC1CCCCC1	x
-3%	-29	36%[activator]	COc1cccc(-c2csc(NC(=O)Oc3ccccc3)n2)c1	2
0%	95	x	Cc1cc(C)nc(SCC(=O)N/N=C/c2cccs2)n1	x
1%	-26	-3%	COc1ccc(NC2CC(=O)N(C)C2=O)cc1 (stereo not given)	8
0%	35	x	CCN(CC)CCOC(=O)c1ccc(NC(=O)C(C)NC(=O)C23CC4CC(CC(C4)C2)C3)cc1 (stereo not given)	x
1%	29	-5%	CN(/N=C/c1ccncc1)C1=NS(=O)(=O)c2ccccc21	4
-2%	-2	13%	Cc1nc(C)c2c(=O)cc(-c3ccccc3)[nH]c2n1	5
-5%	-12	1%	CCOc1ccc(CNC(=O)CCn2c(=O)oc3ccccc32)cc1	7
11%	-21	-6%	CCOc1c2ccc(C(=O)NCc3ccc(C)cc3)cc2nn1CCOC	3
-1%	x	9%	CCNC(=O)[C@H]1O[C@H](n2cnc3c(N)nc(NCCc4ccc(CCC(=O)O)cc4)nc32)[C@@H](O)[C@@H]1O	-1
5%	212	x	Fc1ccc(OCCOCCNCC2CCCO2)cc1 (stereo not given)	2
13%[11.4 µM]	x	-5%[11.4 µM]	C[C@H](CCC(=O)O)[C@H]1CC[C@@H]2[C@@H]3CC[C@H]4C[C@@H](O)CC[C@@]4(C)[C@@H]3C[C@H](O)[C@@]21C	x
5%	1	-1%	CS(=O)(=O)Nc1ccc(C(=O)NC2CC3CCC2C3)cc1 (stereo not given)	-5
-6%	u	-8%	O=S(=O)(NC1CC1)c1ccc(S(=O)(=O)N2CCCc3ccccc32)cc1	5
0%	25	x	CCCC/S(C)=N/S(=O)(=O)c1ccc(C)cc1 (stereo not given)	x
-1%	u	2%	C=CCn1c(SCCN2CCOCC2)nc2c1c(=O)[nH]c(=O)n2C	-2
2%	15	3%	Cc1cccc(-n2ncc(C#N)c2N)c1	-2
-1%	-13	24%	Cc1c(CN(C)C)c2c(n1Cc1ccccc1)C(=O)c1ccccc1-2	11
1%	u	7%	Cc1ccccc1CN(c1ccc(C(=O)Nc2cccnc2)cc1)S(C)(=O)=O	1
-3%	-14	-4%	Cc1cc(C(=O)OCCO)c(C#N)c(N)n1	3
-2%	-19	-2%	COc1cccc(NC(=O)c2ccc(S(=O)(=O)N3CCCCC3)cc2)c1	-8
11%	-29	7%	CC(=O)NC1C(=O)N(CC(C)C)c2ccccc21 (stereo not given)	6
-14%	21	x	Cc1cccc(Nc2nnc(SCC(=O)NC3CCCc4ccccc43)s2)c1C (stereo not given)	x
3%	-18	x	O=C(Nc1cccc(S(=O)(=O)NCc2ccco2)c1)c1cc(-c2ccc(F)cc2)nc2ccccc12	x
-8%	17	x	COc1ccc(Nc2nc(N)nc(CSC(=S)N3CCN(c4ccccc4)CC3)n2)cc1	2
5%	u	-1%	CC(=N/O)/C(=N\O)c1ccc(C)o1	5
-8%	40	-7%	Cc1cc2c3c(c1C)C1(C(=O)N3C(C)(C)CC2C)C(C#N)=C(N)Oc2n[nH]c(C)c21 (stereo not given)	5
6%	2	44%[activator]	Cn1c(CSc2ncn[nH]2)nc2ccccc21	-6
-7%	62	2%	CCc1cc2c(=O)c(-c3ccon3)c(N)oc2cc1OC	11
2%	-2	8%	CCCc1nc(N2CCOCC2)c2sc(=S)n(-c3ccccc3)c2n1	3
-4%	1	-3%	COc1ccc(N(CC(=O)NCc2ccccc2)S(=O)(=O)c2c(C)noc2C)cc1	5
-3%	76	-4%	Cc1cc(NC(=O)COC(=O)c2n[nH]c3ccccc23)no1	-5
-7%	50	-5%	O=c1c(-c2ccc(Cl)cc2)[n+]([O-])c2ccccc2n1OCc1ccccn1	6
-7%	24	2%	Cc1cccc(NC(=O)c2ccc([N+](=O)[O-])o2)n1	5
-5%	3	x	Nc1nc(NCc2ccco2)nc(N2CCCCC2)c1[N+](=O)[O-]	x
-3%	6	-1%	COc1ccc(-c2cc3nc4c(c(=O)n3[nH]2)CCC4)cc1	-8
-1%	-8	6%	CCOC(=O)c1c(C)nc(-c2ccccc2)nc1NC(=O)CC	u

# (list continues)
12-hLO inh	PNC assembly inh	ALOX15B inhib	molecule	IMPase inh
-4%	13	-5%	C(/C=C/C=C/Nc1ccccc1)=Nc1ccccc1	5
-10%	u	4%	Cn1c(SCc2cccc(Cl)c2)nc(C(F)(F)F)cc1=O	10
-2%	13	-18%	COC(=O)c1ccc(C)c(NS(=O)(=O)c2ccc(C)c([N+](=O)[O-])c2)c1	-8
-4%	-16	x	CCOc1cc(/C=N/O)ccc1OCc1ccc(F)cc1	x
3%	19	2%[11.4 µM]	N#Cc1nc(-c2cccs2)oc1NCCCN1CCOCC1	-8[1.84 µM]
5%	-21	x	O=C(CSc1nc2cc(C(F)(F)F)ccc2n1Cc1ccccc1)NC1CCS(=O)(=O)C1 (stereo not given)	x
7%	-19	6%	Cc1nn2c(-c3ccc(Cl)cc3)ccnc2c1-c1ccccc1	3
-2%	31	2%	CC1(C)CC(=O)C2=C(C1)OC(N)=C(C#N)C2c1ccccc1 (stereo not given)	3
-4%	29	x	c1ccc(OCCCn2nnc(-c3ccncc3)n2)cc1	-3
-23%	22	-13%	O=C(COC(=O)C1c2ccccc2Oc2ccccc21)Nc1ccc2c(c1)OCO2	-13
-5%	-17	-1%	COC(=O)c1ccc(CSc2nnc(CNC(=O)c3ccc(OC)cc3)o2)o1	0
-2%	u	x	COc1ccc(CC(=O)NC(=S)Nc2ccc(S(N)(=O)=O)cc2)cc1	x
1%	27	1%	CN1CCN(c2ccc([N+](=O)[O-])cc2NC(=O)c2ccccc2)CC1	-16
6%	u	1%	CCN1CCN(/C=N/c2nc(C)cs2)CC1	-4
-1%	2	14%	CC(=O)c1cccc(NC(=O)N[C@@H](CC(C)C)C(=O)O)c1	-4
1%	x	4%	CS(=O)(=O)N1CCC2(CCN(Cc3nccs3)CC2)CC1	x
3%	u	3%	Cc1ccc(N=C(c2cccs2)N2CCOCC2)cc1	5
5%	6	-1%	Cc1ccc(-c2nc3sc4c(c3c(=O)n2N)CC(C)(C)OC4)cc1	-4
-1%	u	x	N=C1/C(=C/c2cccn2-c2cccc([N+](=O)[O-])c2)C(=O)N=C2SC=CN12	-5
-3%	8	1%	Cc1nc(SCC(=O)Nc2c(C)n(C)n(-c3ccccc3)c2=O)[nH]c(=O)c1Cc1ccccc1	-8
-7%	-12	-5%	COc1cnn(-c2ccccc2)c(=O)c1SCc1ccc(Cl)c(Cl)c1	u
0%	62	16%	CC(C)(C)c1cc(S(=O)(=O)CCc2ccccn2)cc(C(C)(C)C)c1F	8
0%	2	x	N#Cc1c(-c2ccc(Cl)cc2)c(C#N)c(=O)n(N)c1N	-6
5%	26	x	Nc1ccccc1C(=O)N=Nc1[nH]c(N)c2ccccc12	x
1%	-14	-1%	O=C(COC(=O)Cc1cn2ccsc2n1)NC12CC3CC(CC(C3)C1)C2	-3
-4%	18	x	CC(=O)Nc1cccc(OCc2ccc(S(=O)(=O)Cc3ccccc3)cc2)c1	x
3%	-14	x	Fc1ccc(Cc2nnc(-c3cccs3)o2)cc1	-10
-1%	-29	-2%	O=C(CCC1CCCCC1)NCc1ccncc1	10

# High-throughput results (PubChem BioAssay)
